# Pf Dd2 growth = inhibitors of Plasmodium falciparum Dd2 growth | P. falciparum Dd2 growth, SYBR Green, 72 h | Potency, µM (titrated, usually from 28.9 µM), for the others: at the top dose activity, negative = inhibition, hits mostly inhibitors | 120,000 tested, 4.3% active | AID 1347417; active = well fitted inhibition curve with a large enough effect; inconclusive = small, poorly fitted or top-dose-only effect; inactive = no such curve, though single readings can be large or run the other way;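 note: plate controls were DMSO vehicle for no effect and reference drug for full effect; nearly all actives have a fitted effect of over 65% in size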
#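 Readout: SYBR Green fluorescence, 485 nm excitation, 535 nm emission, after ~16 h lysis at 37C. Before that, Dd2-infected red cells (2.5% hematocrit) grew 72 h with compound, 29 uM top final concentration.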
# Starred values were filed as active, the others as inactive; i = inactive; ? = inconclusive; [ ] = another dose, or the depositor's remark. Potency is the fitted concentration of half-maximal effect. Not all compounds are listed. The share of hits here may be higher or lower than overall.
cpd	compound	Pf Dd2 growth
1	COCC(=O)NC1CCC12CCN(S(=O)(=O)Cc1ccccc1)CC2 (configuration not stated)	-14%
2	Cc1ccccc1-c1ccc2n(c1=O)C[C@H]1C[C@@H]2CN(C(=O)Nc2cccc(F)c2)C1	18%[44.1 µM]
3	O=C(C1CC(=O)N(c2n[nH]c3cccc(F)c23)C1)N1CCN(Cc2ccccc2)CC1 (configuration not stated)	-10%
4	Clc1cccc(-n2ncc3c(N4CCN(Cc5ccccc5)CC4)ncnc32)c1	i
5	CC(C)C(=O)N1CCC(Oc2ncccc2C(=O)N(C)C)C1 (configuration not stated)	31%[activator]
6	Cc1ccccc1CNC(=O)c1ccc2c(c1)N(C)C1CCCCN1C2=O (configuration not stated)	4.5µM*
7	CC(=O)c1cc(C(=O)NCc2c(C)ncc3c2CCNC3)[nH]n1	20%
8	Cc1ccc(C(=O)N2CC[C@H](N3CCN(C)CC3)[C@H](CCCO)C2)cc1C	11%
9	Cc1cc(C)n(CCc2nc3c4ccccc4nc(N4CCN(c5ccc(F)cc5)CC4)n3n2)n1	9%
10	Cc1ccc(-c2ncc(C(=O)Nc3ccccc3F)c(-c3ccncc3)n2)cc1	-26%
11	CCc1ccc(NC(=O)c2ccc(F)c(S(=O)(=O)N3CCc4ccccc4C3)c2)cc1	16%
12	CC(C)CCNC(=O)C1CCN(c2nc3ccc(Cl)cc3[nH]2)CC1	2%
13	CC(=O)NCCC(=O)N1CCC(n2c(=O)[nH]c3ccccc32)CC1	i
14	CCc1ccccc1NC(=O)COCc1cc(-c2ccco2)on1	9%
15	O=C1CC(c2ccccc2)N(Cc2ccncc2)CCCN(C(=O)CC2CCCCC2)CCN1 (configuration not stated)	?
16	CCCCN(CC)C(=O)c1c[nH]c2ccc(S(=O)(=O)N(C)c3ccc(Cl)cc3)cc2c1=O	1%
17	CCOC(=O)c1ccc(NC(=O)c2cnc(N3CCCC3)nc2C)cc1	46%[activator]
18	CCOc1c(Br)cc(C2C=C(C(=O)O)Nc3ncnn32)cc1OC (configuration not stated)	37%[activator]
19	COCCN1CCOC[C@H]2CCN(C(=O)C3CCC3)C[C@H]21	-4%
20	CN1CCN(Cc2c(O)ccc3cc(-c4ccc(Cl)cc4)c(=O)oc23)CC1	5µM*
21	CC(C)N1CC2(C1)C(=O)N(Cc1cccc(Cl)c1)C(=O)[C@@H]1C[C@@H](O)CN12	i
22	FC(F)(F)c1ccc2c(c1)nc1n2[C@@H](CNCc2cccnc2)COC1	i
23	c1cc(-c2nc3c(c(NCCCn4ccnc4)n2)CCNCC3)ccn1	2%
24	COc1cc(OC)cc(-c2onc(C)c2C(=O)NCCCOC(C)C)c1	i
25	c1cc(CN2CCC(N3CC(OCC4CC4)C34CCOCC4)CC2)ccn1 (configuration not stated)	?
26	COc1ccc(C2NC(=O)N(C)C3=C2C(=O)N(c2ccc(Br)cc2)C3)cc1 (configuration not stated)	?
27	Cc1ccn2c(Nc3c(C)cccc3C)c(-c3ccc(Cl)s3)nc2c1	7.9µM*
28	Cc1ccc(NC(=O)CN2CCCN(Cc3cc(C)ccc3C)S2(=O)=O)c(Cl)c1	i
29	CCC(C)NC(=O)C1CCC(CNS(=O)(=O)c2cccc3nsnc23)CC1 (configuration not stated)	0.79µM*
30	COCCNC(=O)c1nn(-c2ccc(Cl)cc2)nc1CO	6%
31	Nc1nccc(N2CC[C@H]3N(CCOCCO)CCC[C@]3(C(=O)O)C2)n1	-11%
32	COC(=O)[C@@H]1Cc2ncn(Cc3ccc(OC)cc3)c2CN1S(=O)(=O)Cc1ccccc1	?
33	CC1CCN(S(=O)(=O)c2ccc3nc(N4CCN(c5ccccc5F)CC4)ccc3c2)CC1	-3%
34	COc1ccc(S(=O)(=O)N(CC(=O)NCCSc2ccccc2)c2ccc(Cl)cc2)cc1	i
35	COc1ccccc1-c1cc(NC(=O)COc2ccc(C)c(C)c2)n(-c2ccccc2)n1	-14%
36	CCc1nc2c(=O)n(CC(=O)N3CCN(C4CCCCC4)CC3)nc(C)c2s1	34%[activator]
37	CN1CCOc2c(C(=O)NCc3cccnc3)cc(-c3ccccc3)cc21	i
38	COCCc1noc(CC2CCOC3(CCN(C(=O)C4CCCC4)CC3)C2)n1 (configuration not stated)	-4%
39	COCCOCC1(CNCc2cn(C)c3ccccc23)C[C@@H](O)[C@@H](O)C1 (some centres not stated)	?
40	CC(=O)N1CCC(N2CCC[C@H]2c2nc(-c3ccc(-c4ccncc4)nc3)no2)CC1	?
41	O=C(Nc1ccc(F)c(Cl)c1)c1cc2n(n1)CC(c1ccc3c(c1)OCO3)OC2 (configuration not stated)	i
42	COc1ccc(C(=O)N[C@@H]2CCC[C@@H]2C(=O)NCCCOC(C)C)cc1	3%
43	COc1cccc(C2C(C#N)=C(N)Oc3n[nH]c(C)c32)c1 (configuration not stated)	-3%
44	Cn1c(CN2CCOCC2)nnc1C1CCCN(C(=O)c2cc[nH]c2)C1 (configuration not stated)	-11%
45	CCN1CCC(CCNC(=O)C2N(C(C)C)C(=O)C23CCCCC3)CC1 (configuration not stated)	16%
46	O=C(C1CCC1)N1CCC(n2cc(-c3nc(-c4ccccc4)no3)nn2)CC1	i
47	O=C(Cc1ccccc1)N1CCC(N2CC3CC(C2)[C@H]2CCCC(=O)N2C3)CC1 (some centres not stated)	-7%
48	COC(=O)CCNC(=O)C1c2ccccc2C(=O)N(Cc2ccccc2)C12CCCC2 (configuration not stated)	?
49	COc1ccc(N(C)C(=O)c2cn(C)c(=O)c3cc(OC)c(OC)cc23)cc1	15%
50	CCOC(=O)c1ccc(-c2ccc(/C=C(\C#N)C(=O)Nc3cccc(C)c3)o2)cc1	-18%
51	COc1ccc(Nc2ccc3nnc(-c4ccccn4)n3n2)cc1	i
52	CC(C)CCN1C[C@@H](CO)[C@H](c2nc(-c3cccnc3)no2)C1	?
53	CCN1C(=O)c2ccccc2Sc2ccc(NC(=O)Nc3ccc(C(C)=O)cc3)cc21	?
54	CC(C)(C(=O)N1CCc2[nH]nc(-c3ccc(F)c(F)c3)c2C1)n1cccc1	?
55	CCOc1ccc(CNC(=O)CSc2c3c(nc4ccc(Cl)cc24)CCCC3)cc1	?
56	Cc1cccc(N2CCN(C(=O)c3oc(=O)c4ccccc4c3-c3ccccc3)CC2)c1C	16%

# (further entries)
cpd	compound	Pf Dd2 growth
57	COc1cccc(CN2CC3(C2)C(=O)N(Cc2ccccc2F)C(=O)[C@@H]2C[C@@H](O)CN23)c1	-26%
58	O=[S+]1([O-])NCC2(CCCN(Cc3ccc(OC(F)(F)F)cc3)C2)Nc2ccccc21 (configuration not stated)	?
59	O=C(COc1ccc2ccccc2c1)NC1CC(=O)N(c2cccc(F)c2)C1 (configuration not stated)	22%
60	O=S(=O)(Nc1ccc(Cl)cc1)c1ccc(NS(=O)(=O)c2ccc3c(c2)OCCO3)cc1	-10%
61	CCOc1ccc(C2C(C(=O)Nc3ccc(Cl)cc3)=C(C)Nc3nc(C(F)(F)F)nn32)cc1 (configuration not stated)	2.8µM*
62	O=C1NCc2ccccc2CC12CCCCN2Cc1ccnc2ccccc12 (configuration not stated)	8.9µM*
63	Cc1cc(Cl)ccc1S(=O)(=O)N1C[C@H](F)C[C@@H]1C(=O)N1CCOCC1	18%
64	COc1cccc(-c2ccc(S(=O)(=O)N3CCSCC3)cc2)n1	-25%
65	Cc1ccc(-c2noc(CCCC(=O)N3CCC(CCOc4ccccc4F)C3)n2)cc1 (configuration not stated)	i
66	CCN1C(=O)c2ccccc2Sc2ccc(NC(=O)c3ccc(C)c(F)c3)cc21	13%
67	COc1ccc(C(=O)N2CCC(n3cc(-c4nc(C)no4)nn3)CC2)cc1F	i
68	COc1ccc(-c2cc(-c3cccc(O)c3)cn3cncc23)cc1	1.3µM*
69	COCc1nc(C2CCN(C(=O)c3ccn[nH]3)C2)no1 (configuration not stated)	5%
70	COc1ccc(N2CC(NC(=O)c3ccco3)CC2=O)cc1OC (configuration not stated)	i
71	Cc1nc(C)c(C(=O)NCC23CCCC=C2N(C)C(=O)CC3)s1 (configuration not stated)	17%
72	Cc1cccc(-c2nc(SCC(=O)Nc3ccc4c(c3)OCO4)c(-c3ccccc3)[nH]2)c1	?
73	O=C1CCCN1CCCN1C(=O)[C@@H]2C[C@@H](O)CN2C2(CNC2)C1=O	61%[activator][44.1 µM]
74	CCCCS(=O)(=O)N1CCC2(CC1)CN(C(C)=O)CC2COC (configuration not stated)	1%
75	Cc1ccc([S+](=O)([O-])NC2CCN(c3nc4ncccc4o3)CC2)cc1	-9%
76	COCc1cc(CC2(NCc3ccc(F)cc3)COC2)no1	-4%[44.1 µM]
77	CCn1ncc(CN2CC[C@H]3C(=O)NCCCCCCN(Cc4ccncc4)[C@@H]3C2)c1C	?
78	Cc1ccc2c(n1)N(C)[C@H](CO)CCN(CC(C)(C)C)C2	?
79	Cc1nc2ccccc2n1CCc1nc2c3ccccc3nc(SCc3ccccc3F)n2n1	?
80	COc1ccc(-c2cc3ccc(O)c(CN4CCCCC4C)c3oc2=O)cc1OC (configuration not stated)	7.1µM*

# In another format: entries from further up.
(75) Cc1ccc([S+](=O)([O-])NC2CCN(c3nc4ncccc4o3)CC2)cc1
  Pf Dd2 growth: -9%

(74) CCCCS(=O)(=O)N1CCC2(CC1)CN(C(C)=O)CC2COC (configuration not stated)
  Pf Dd2 growth: 1%

(78) Cc1ccc2c(n1)N(C)[C@H](CO)CCN(CC(C)(C)C)C2
  Pf Dd2 growth: ?

# Next part:
cpd	compound	Pf Dd2 growth
81	Clc1ccc(C2Cn3nnc(-c4nc(-c5cccc(Cl)c5)no4)c3CO2)cc1 (configuration not stated)	i
82	O=[S+]([O-])(c1ccccc1)N1CCn2c(nnc2-c2ccc(Cl)cc2)C1	?
83	Cc1c(Cl)cccc1NC(=O)N1CCC(OC2CCN(S(C)(=O)=O)CC2)CC1	32%
84	COc1ccc(-c2ccc3nnc(CNC(=O)C(C)Oc4ccc(Cl)cc4)n3n2)cc1 (configuration not stated)	?
85	COc1cc2c(=O)c(C(=O)c3ccc(C)c(C)c3)cn(Cc3ccccc3F)c2cc1OC	?
86	CN1CCC2(CCC1=O)CN(C(=O)N1CCOCC1)CCN2C (configuration not stated)	-7%
87	COc1cccc(NC(=O)N2CC(c3nnc(-c4ccncc4)o3)C3(CCOCC3)C2)c1 (configuration not stated)	?
88	CC(Oc1ccccc1)C(=O)N1CCC(n2cc(-c3nc(-c4ccccc4)no3)nn2)CC1 (configuration not stated)	?
89	CN(C)[C@@H]1CN(C(=O)c2cccn2C)CC[C@@H]1CO	23%
90	O=C(c1cccn1-c1nnc(N2CCCCC2)s1)N1CCN(c2ccccc2)CC1	i
91	COc1cc(-c2ccno2)ccc1S(=O)(=O)N1CCN(c2ccccc2F)CC1	18%
92	O=S1(=O)CCN(Cc2cn(C[C@H]3C[C@@H](NCc4ccc(F)cc4)[C@H](O)[C@@H]3O)nn2)CC1	18%
93	COc1ccc(-n2c(-c3ccco3)nc3c(cnn3-c3ccc(C)cc3)c2=O)cc1	i
94	COc1ccc2[nH]c3c(c2c1)CCNC31CCN(C(=O)CC(C)C)CC1	7.9µM*
95	Cc1cnn(CC(=O)N2CCc3nn(C)c(=O)n3CC2)c1	3%
96	CCOc1ccccc1CNC(=O)CN1C(=O)CCCc2ccccc21	10%
97	CCC(C)n1c(=N)c(C(=O)NCc2ccco2)cc2c(=O)n3cc(C)ccc3nc21 (configuration not stated)	?
98	CC(=O)NC1CC2(CCN(C(=O)c3c(C)noc3C)CC2)Oc2ccccc21 (configuration not stated)	9%
99	Cc1ccc(NC(=O)Cn2cnc3nc4c(cc3c2=O)CCCC4)cc1Cl	88%[activator]
100	O=C(O)C1(Oc2ccc3ncccc3c2)CCN(Cc2cccnc2)CC1	0%
101	COc1cccc(-c2ccccc2CN)c1	?
102	Cn1c(=O)c2c(nc(N3CCOCC3)n2Cc2cccc(Br)c2)n(C)c1=O	88%[activator]
103	COc1cccc(N2CCN(C(=O)Cn3c(-c4cccs4)cc4ccccc43)CC2)c1	-16%
104	Cc1ccccc1C(=O)Nc1ccc2nc(SCC(=O)N3CCc4ccccc43)sc2c1	?
105	CCc1ccccc1NC(=O)[C@H]1CCC[C@H]1NC(=O)c1ccc(OC)nc1	?
106	CC1(c2ccccc2)N(Cc2ccccc2C#N)C(=O)OC12CCN(C(=O)Cc1cccc(F)c1)CC2 (configuration not stated)	11µM*
107	CCNC(=O)N1CCC(CCOc2ccccc2)C1 (configuration not stated)	-6%
108	Cn1ncc2c(C(=O)NCCc3ccc(Cl)cc3)cc(-c3ccc(Cl)cc3Cl)nc21	16%
109	Cn1nc(C2CCN(C(=O)Cc3cccc(F)c3)CC2)c2c1CCOC2	1%[5.79 µM]
110	Cc1ccccc1-n1c(SCC(=O)c2ccccc2)nnc1-c1ccc(F)cc1	-14%
111	CCc1ccc(NC(=O)Cn2c(=O)n(CCC(=O)NCc3ccc4c(c3)OCO4)c(=O)c3ccccc32)cc1	41%[activator]
112	Cc1cc(CNC(=O)c2cc(-c3ccc(N4CCOCC4)cc3)cc3c2OCCN3C)no1	-5%
113	COc1ccc(-n2ncc3c(NCCC4=CCCCC4)ncnc32)cc1	i
114	O=C(c1ccccc1)N1CCn2c(nn(-c3ccc(F)cc3)c2=O)C1	-6%[44.1 µM]

# By substructure: the compounds so far with a COOH group
cpd	compound	Pf Dd2 growth
18	CCOc1c(Br)cc(C2C=C(C(=O)O)Nc3ncnn32)cc1OC (configuration not stated)	37%[activator]
31	Nc1nccc(N2CC[C@H]3N(CCOCCO)CCC[C@]3(C(=O)O)C2)n1	-11%
100	O=C(O)C1(Oc2ccc3ncccc3c2)CCN(Cc2cccnc2)CC1	0%

# Screens from PubChem BioAssay.
